PMI act = increases human mannose-6-phosphate isomerase activity; purified human PMI, coupled resazurin fluorescence, 20 min; active compounds read high; 1 = vehicle control, 0 substrate-free wells; activation factor at 20 µM; 190,000 compounds, 0.005% hits;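 active means activation factor of 2 or more at 20 µM, relative to plate controls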
Target sequence (P34949 whole entry, looked up): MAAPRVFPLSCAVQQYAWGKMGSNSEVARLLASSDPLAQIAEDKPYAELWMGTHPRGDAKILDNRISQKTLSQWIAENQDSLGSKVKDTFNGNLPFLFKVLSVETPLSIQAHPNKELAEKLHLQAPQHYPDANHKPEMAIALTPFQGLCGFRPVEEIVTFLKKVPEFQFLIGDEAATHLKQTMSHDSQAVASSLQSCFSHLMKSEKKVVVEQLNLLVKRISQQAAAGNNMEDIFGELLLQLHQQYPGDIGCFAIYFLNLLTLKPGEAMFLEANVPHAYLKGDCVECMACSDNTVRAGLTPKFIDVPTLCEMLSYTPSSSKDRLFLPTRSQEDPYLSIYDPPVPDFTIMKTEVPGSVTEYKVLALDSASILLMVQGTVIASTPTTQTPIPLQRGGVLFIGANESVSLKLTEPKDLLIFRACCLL
TNAP inh noacc = inhibitors of human TNAP without phosphate acceptor; purified TNAP, CDP-star luminescence, 30 min; inhibition, % at 20 µM; 200,000 compounds, 0.26% hits; AID 1012;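 active means tissue-nonspecific alkaline phosphatase inhibition above about 50% at 20 µM in the single-dose screen, limit read from the data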;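 further: 0% = DMSO negative control and 100% = EDTA positive control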
PMI act hi M6P = activators of human phosphomannose isomerase at near-saturating mannose 6-phosphate. activation factor at 20 µM. coupled PMI enzyme assay, resazurin fluorescence, 20 min; active compounds read high; 1 = untreated enzyme, 0 = substrate-free blank. AID 1216. 190,000 compounds, 0.34% hits;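 active means activation factor of 2 or more at 20 µM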
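Technique: Diaphorase-driven resazurin-to-resorufin fluorescence, excitation 544, emission 590 nm | Assay system: Human PMI in coupled enzyme assay | Times: Enzyme reaction with compound 20 min at room temperature | Medium: HEPES-buffered pH 7.4 with magnesium and detergent | Reagent: Mannose-6-phosphate 1.0 mM (near-saturating) plus 0.22 mM NADP+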
S1P3 antagonist = blocks the human S1P3 receptor | inhibition, % at 4.98 µM | 170,000 compounds, 0.27% hits | Q99500 | CHO S1P3 NFAT-BLA reporter, FRET fluorescence, antagonist mode;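 active means inhibition above the plate cutoff, the mean inhibition of test wells on that plate plus 3 SD, cut at about 28% in these data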;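 further: cells challenged with S1P at its EC80 of 0.8 µM; blue over green emission ratio from cleaved BLA substrate after 4 h stimulation; 0% = S1P-stimulated wells and 100% = unstimulated DMSO-only wells; some compounds past the cut are filed as inactive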
Target sequence (Q99500 whole entry, looked up): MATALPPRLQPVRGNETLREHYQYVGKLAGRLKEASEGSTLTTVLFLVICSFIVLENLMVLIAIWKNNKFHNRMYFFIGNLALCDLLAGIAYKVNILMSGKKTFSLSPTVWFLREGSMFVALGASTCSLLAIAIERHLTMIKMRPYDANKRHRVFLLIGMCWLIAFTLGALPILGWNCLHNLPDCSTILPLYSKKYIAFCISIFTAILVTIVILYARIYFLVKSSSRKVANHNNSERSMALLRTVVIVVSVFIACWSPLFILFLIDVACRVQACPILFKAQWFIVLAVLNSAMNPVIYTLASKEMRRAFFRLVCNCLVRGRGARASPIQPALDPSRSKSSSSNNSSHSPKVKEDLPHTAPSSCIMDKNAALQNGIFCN
L major viab = Leishmania major promastigote growth inhibition. Leishmania major promastigotes, resazurin fluorescence viability. inhibition, % at 10 µM. 200,000 compounds, 9% hits; in the data active means inhibition above about 50%;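 further: promastigotes grown with compound for 44 hours at 28 °C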
TNAP inh hiacc = TNAP (human) inhibition, high acceptor. P05186. purified TNAP, CDP-star luminescence, 1 M DEA. inhibition, % at 20 µM. 200,000 compounds, 0.03% hits. AID 1135;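 active means over 50% inhibition of tissue-nonspecific alkaline phosphatase at 20 µM in the single-dose screen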;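 further: plate controls were DMSO wells for no effect and EDTA-quenched wells as full inhibition for full effect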
Redox H2O2 prof = compounds producing H2O2 with reducing agent – biochemical, NIH compound library profiling, artefact control for MLSCN library redox annotation, primary screen | DTT-dependent redox cycling H2O2, phenol red/HRP absorbance; 100% = 100 µM peroxide control, 0% = buffer | activation, % at 10 µM | 200,000 compounds, 0.03% hits | AID 878;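 active means activation of at least 50% relative to the plate's high and low controls in the primary single-dose screen; inactive means activation below 50%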;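 further: compound incubated with DTT at 0.8 mM final as the reducing agent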
Hsp70 act = transcriptional activators of Hsp70 | activation, % at 10 µM | AID 1203 | HeLa Hsp70 promoter luciferase reporter, luminescence; scaled: vehicle 0, proteasome-inhibitor control 100% | 200,000 compounds, 0.04% hits;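 active means activation above the mean across all tested compounds plus 3 SD, cutoff set per campaign, cut at about 5.5% in these data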;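 further: 100% = MG132 at 30 µM as the positive control and 0% = DMSO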
RAM inhibit = yeast RAM network inhibition | AID 868 | inhibition, % at 50 µM | S. cerevisiae dse1pr::URA3 reporter, 5-FOA growth OD615, 2 d; analog-sensitive cbk1-as2 kinase mutant strain | 190,000 compounds, 1.8% hits;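 active means inhibition above a set limit, 3 SD over mean compound inhibition, cut at about 8.4% in these data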;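 further: 0% = DMSO-only wells with no growth and 100% = 10 µM 1-NA-PP1 full growth; inhibition rescues growth on 5-FOA so higher OD means more RAM inhibition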
Efa HMGR inh = inhibitors of class II HMG-CoA reductase from Enterococcus faecalis; purified E. faecalis HMGR, NADPH absorbance 340 nm kinetic; inhibition, % at 10 µM; 190,000 compounds, 0.41% hits;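 active means inhibition above a set limit, the median over all tested compounds plus 3 SD, cut at about 9.5% in these data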;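 further: enzyme runs in reverse so mevalonate oxidation gives rising NADPH absorbance; 0% = complete reaction with DMSO and 100% = background rate lacking mevalonate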
* = called active by the depositor; x = not tested or not shown.

cpd | Compound | PMI act hi M6P | TNAP inh noacc | Efa HMGR inh | PMI act | Hsp70 act | S1P3 antagonist | L major viab | RAM inhibit | Redox H2O2 prof | TNAP inh hiacc
1 | COC(=O)C(C)NC(=O)C1CCCN1S(=O)(=O)c1cc(C)c(Cl)cc1C (stereo unspecified) | 1.1 | -3 | -3 | 1.1 | 0.1 | 12 | -6 | 0.7 | -3.9 | -10
2 | COc1ccc(NC(=O)c2cnc(C)cn2)cc1-n1cnnn1 | 0.9 | -14 | 0 | 0.9 | 0.0 | 7 | -4 | 5.5 | 2.6 | -7
3 | COc1ccc(OC)c(C2C(C(C)=O)=C(O)C(=O)N2Cc2cccnc2)c1 (stereo unspecified) | 1.1 | -14 | 5 | 1.1 | -0.2 | -16 | -4 | 1.9 | -0.4 | -8
4 | COc1ccc(-c2nc3ncccn3c2Nc2ccc3c(c2)OCCO3)cc1 | 0.9 | -9 | -3 | 0.9 | -0.4 | x | 5 | 0.0 | -0.4 | -4
5 | COC(=O)C1C(=O)C2=C(CC1C)NC(C)=C(C(=O)OCCOc1ccccc1)C2c1ccc(C)o1 (stereo unspecified) | 0.8 | -4 | 3 | 1 | -0.1 | x | 40 | 4.2 | 2.5 | -2
6 | O=[N+]([O-])c1ccc(CSc2ccc(-c3ccccn3)nn2)cc1 | 1.1 | -1 | -6 | 1.1 | 0.2 | 4 | -1 | 4.9 | -1.3 | 2
7 | Cc1ccc(N2C(=O)C3N=NN(CC(=O)N4N=C(c5cccc6ccccc56)CC4c4ccccc4)C3C2=O)cc1 (stereo unspecified) | 0.9 | -12 | 3 | 1.1 | -0.4 | x | 9 | 3.6 | 3.6 | -1
8 | COc1ccc(Cl)cc1NC(=O)C1CSC(c2ccncc2)=N1 (stereo unspecified) | 0.9 | -2 | 1 | 0.9 | 0.0 | -9 | 18 | -0.1 | -0.7 | -2
9 | O=C(Cc1ccc(Cl)cc1)Nc1ccccc1C(=O)Nc1ccc(C(=O)O)cc1 | 1.2 | -10 | -1 | 1.2 | 0.1 | 11 | -8 | 5.0 | -0.2 | -6
10 | Cc1ccc(S(=O)(=O)Cc2cc(-c3ccc(Cl)cc3)no2)cc1 | 1.1 | -18 | -1 | 1 | -0.4 | -10 | 0 | 3.9 | 0.5 | -8
11 | CCc1nc(SCc2ccc(Cl)cc2)n[nH]1 | 1 | -28 | 3 | 1 | 0.1 | -15 | -1 | 0.8 | -0.6 | -4
12 | O=C(Nc1ccccc1Cl)c1cccc(NC(=O)C2C3CC4OC(=O)C2C4C3)c1 (stereo unspecified) | 1.1 | -28 | -3 | 1 | -0.1 | x | -9 | 4.3 | -0.1 | -7
13 | O=C(COC(=O)C1CCN(S(=O)(=O)c2ccc3c(c2)OCCO3)CC1)Nc1ccccc1OC(F)F | 0.9 | -19 | -1 | 0.8 | -0.2 | -7 | 2 | 4.9 | 0.1 | -5
14 | C=CCOC(=O)C1=C(C)Nc2nnnn2C1c1ccc(OC)cc1OC (stereo unspecified) | 1 | -10 | -1 | 1 | -0.3 | x | 5 | 0.6 | 0.1 | -6
15 | C=CCNC(=O)C1CCC(C(=O)NCC=C)CC1 (stereo unspecified) | 0.9 | -2 | -4 | 0.9 | -0.3 | -8 | -5 | -0.1 | -0.9 | -4
16 | O=C1CCN(N=Nc2cccc(Cl)c2)N1 | 2.2* | -4 | -11 | 1.8 | -0.3 | x | -3 | 0.5 | 0.0 | 4
17 | CCN(CC)CCCN1C(=O)C(=O)/C(=C(/O)c2ccc(C)cc2)C1c1ccccn1 (stereo unspecified) | 1.4 | -2 | -3 | 1.3 | -0.5 | x | -7 | 0.7 | -0.4 | 0
18 | Fc1ccc(CO/N=C2\CCCc3nonc32)cc1 | 1 | -18 | 0 | 1 | -0.1 | -5 | 2 | 0.7 | -0.6 | -3
19 | O=S1(=O)C[C@@H](N2CCOCC2)[C@H](N2CCOCC2)C1 | 1.3 | -2 | -5 | 1.4 | -0.5 | x | 1 | 2.1 | -3.5 | 6
20 | CCCCN1C(=O)C(O)=C(C(C)=O)C1c1ccc(OC)cc1OC (stereo unspecified) | 1 | -6 | -1 | 1 | 0.2 | x | -1 | -0.2 | 2.8 | 2
21 | C=CCn1c(SCc2csc(C)n2)nc2scc(-c3ccc(C)o3)c2c1=O | 0.9 | -5 | -5 | 0.9 | -0.5 | -2 | 4 | 7.2 | 1.4 | 0
22 | CCCN(Cc1ccccc1)C(=S)Nc1ccc(SC(F)F)cc1 | 1 | -13 | 2 | 0.9 | -0.1 | 5 | 53* | 4.1 | -0.3 | -3
23 | CN(Cc1c(C(=O)N(C)Cc2ccccc2)nc2ccccn12)CC1Cc2ccccc2O1 (stereo unspecified) | 0.9 | -10 | -2 | 0.9 | -0.1 | 11 | 14 | 0.0 | 0.7 | -13
24 | Cc1ccc2[nH]c(=O)c(CN(C)C(=O)c3ccccn3)cc2c1 | 1 | -13 | -2 | 1 | -0.4 | -6 | -2 | -1.1 | -1.2 | -4
25 | CC(CN1CCN(C)CC1)OC(=O)c1ccccc1 (stereo unspecified) | 1.2 | -1 | -7 | 1.2 | -0.2 | x | -2 | 0.5 | 1.1 | -7
26 | O=C(c1ccco1)N1CCN=C1SCc1c(F)cccc1Cl | 1 | -12 | -5 | 0.9 | -0.5 | 3 | 3 | 2.9 | 1.5 | -4
27 | COc1ccc(N=N/C(=C\O)C(=O)c2ccco2)cc1 | 0.8 | 14 | -1 | 0.8 | 0.5 | -18 | 4 | 1.4 | -0.4 | 16
28 | CN(c1c(C#N)c(C(F)(F)F)nn1C)N(S(C)(=O)=O)S(C)(=O)=O | 1.3 | -1 | 0 | 1.4 | 0.2 | -1 | -7 | 0.1 | -0.5 | -7
29 | COCC(C)NC(C(=O)Nc1cccc(C(C)=O)c1)c1ccccc1 (stereo unspecified) | 1 | -12 | -6 | 1 | -0.3 | -20 | 13 | -0.4 | -0.4 | -2
30 | O=C(Cn1cnc2ccccc2c1=O)c1ccc2c(c1)OCCO2 | 1 | -7 | -1 | 1.1 | -0.2 | 14 | 3 | 2.6 | 2.1 | -5
31 | CCN1/C(=C/C(=O)c2ccco2)Sc2ccccc21 | 1 | 1 | -4 | 1.1 | -0.1 | -19 | 19 | 0.6 | -0.3 | -5
32 | Cc1cc(C)cc(N2C(=O)CSC2c2cccs2)c1 (stereo unspecified) | 1.1 | -9 | 3 | 1.1 | -0.4 | -16 | 11 | -1.2 | -2.8 | -6
33 | CC(=O)Nc1ccc(S(=O)(=O)Nc2cccc(C(=O)NC(C)(C)C)c2)cc1 | 1.1 | -13 | -1 | 1.1 | 0.0 | -20 | -9 | 0.1 | 0.6 | -6
34 | O=C1CCCN1CCCNc1ncnc2c1[nH]c1ccc(Cl)cc12 | 0.9 | -22 | 1 | 0.9 | -0.4 | -13 | 39 | 0.4 | 2.9 | -8
35 | COc1ccc(C(C[N+](=O)[O-])c2c(-c3ccccc3)cc3ccccn23)cc1 (stereo unspecified) | 1.5 | -6 | -2 | 1.2 | -0.2 | x | 100* | 1.8 | 0.4 | -2
36 | CCOC(=O)C1CCN(Cc2nnnn2CCc2ccccc2)CC1 | 1.1 | -6 | -4 | 1.1 | -0.4 | -3 | -2 | -1.1 | 0.4 | -12
37 | O=C(O)C1CC=CCC1C(=O)N1CCN(c2nc(-c3ccccc3)c3ccccc3n2)CC1 (stereo unspecified) | 0.9 | -6 | -3 | 0.9 | -0.5 | x | 20 | -0.5 | -0.1 | -3
38 | CCOCCn1c(CN2CCN(CC)CC2)nc2c1c(=O)n(C)c(=O)n2C | 1 | -6 | -4 | 1.1 | -0.2 | 11 | -2 | 1.1 | 0.2 | -3
39 | O=C(CCCN1C(=O)c2cccnc2C1=O)Nc1ccccc1F | 1.1 | -3 | 0 | 1.1 | -0.3 | -4 | -2 | -0.9 | -2.9 | 5
40 | Cc1onc(-c2ccccc2Cl)c1C(=O)Oc1cc(N)n(S(=O)(=O)c2ccc(F)cc2)n1 | 0.8 | -4 | -4 | 0.7 | 0.1 | 18 | 15 | 4.9 | -0.4 | -2
41 | CC1CCCN(CCOCCOc2ccccc2-c2ccccc2)C1 (stereo unspecified) | 1.2 | -3 | 4 | 1.1 | 0.3 | -3 | 99* | 2.1 | -0.9 | 1
42 | Cc1nc(Cl)c(C(=O)NC(C)(C)C)c(C)c1Cl | 1.1 | -21 | 1 | 1 | 0.6 | -3 | -1 | 2.6 | -0.2 | -3
43 | Cc1ccc(C(=O)Cn2nnc3ccccc32)cc1C | 1 | -5 | 1 | 1 | -0.1 | x | -5 | -0.1 | 1.6 | -3
44 | COc1ccc(NC(=O)CCN2C(=O)c3ccc([N+](=O)[O-])cc3C2=O)c(OC)c1 | 1 | -9 | 3 | 1 | -0.2 | -13 | 90* | 4.9 | x | -4
45 | CC(C)NC(=O)CSc1c2c(nc3ccccc13)CCCC2 | 0.9 | -8 | -3 | 1 | 0.7 | 3 | 12 | 2.1 | 0.8 | -2
46 | COCCn1c(SCC#N)nnc1-c1ccc2c(c1)OCO2 | 0.9 | -14 | -3 | 1.1 | 0.0 | -15 | -5 | -0.9 | 0.6 | -9
47 | CC(C)C(C)NC(=O)COc1ccc(S(=O)(=O)N2CCOCC2)cc1[N+](=O)[O-] (stereo unspecified) | 0.9 | 0 | 2 | 1 | -0.3 | 8 | 49 | 0.7 | 0.3 | -3
48 | Cc1nn(-c2ccccc2)c(N2CCCC2)c1/C=N/Nc1ccc(S(=O)(=O)Nc2ccccc2)cc1[N+](=O)[O-] | 1.1 | 30 | -4 | 0.9 | -0.1 | -4 | 97* | 9.0* | 1.9 | 18
49 | CC1CCCCN1c1ccc(N)cc1C(N)=O (stereo unspecified) | 0.9 | -4 | -2 | 1 | -0.3 | -17 | 9 | 0.4 | -0.2 | -3
50 | CCc1nnc(NC(=O)CSc2nnc(COc3ccccc3C)o2)s1 | 1.1 | 1 | -5 | 1.2 | 0.1 | -24 | -6 | 1.0 | 0.0 | -6
51 | CC(C)CCN(C(=S)Nc1cccc(F)c1)C1CCN(C(C)C)CC1 | 1 | -12 | -1 | 0.9 | 0.3 | 5 | 12 | 0.9 | 0.8 | -3
52 | CC(Sc1ccsc1[N+](=O)[O-])C(=O)NCc1ccco1 (stereo unspecified) | 1 | -8 | -7 | 1.1 | -0.2 | -3 | 30 | 1.9 | -0.1 | 1
53 | COc1ccccc1C(=O)C1CCCN(C(=O)Nc2ccccc2F)C1 (stereo unspecified) | 1 | -4 | -5 | 0.9 | -0.1 | 8 | -1 | 1.0 | -1.1 | -3
54 | COc1ccccc1C1C2=C(N=C3SCC(=O)N31)c1ccccc1CC2 (stereo unspecified) | 0.7 | -5 | 3 | 0.8 | -0.4 | -7 | -2 | 2.8 | 2.2 | 0
